SENP8 block-1 – human SENP8 protease inhibitors, primary screen, biochemical, fluorescence, Nedd8 protein substrate, uHTS | recombinant SENP8 | AID 602440, 2012 | inhibition, % at 20 µM | hit rate 0.64% among 360,000; in the data active = inhibition mostly above about 40%, no sharp cut-off; inactive = mostly below about 27%
Target sequence (Q96LD8 whole entry, looked up): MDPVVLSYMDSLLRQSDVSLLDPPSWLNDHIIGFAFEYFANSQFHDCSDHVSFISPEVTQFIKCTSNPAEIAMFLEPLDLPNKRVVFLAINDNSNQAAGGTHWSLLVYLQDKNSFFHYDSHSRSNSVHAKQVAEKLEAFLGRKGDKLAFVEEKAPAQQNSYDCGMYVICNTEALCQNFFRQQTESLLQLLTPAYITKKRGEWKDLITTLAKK
Apaf-1 inh – inhibitors of human Apaf-1 apoptosome, primary screen, biochemical, DEVD-Rh110 fluorescence, uHTS. hit rate 0.71% among 330,000. AID 489030, 2010. inhibition, % at 20 µM. reconstituted apoptosome caspase-3 activity; active = inhibition of at least 40% at 20 µM;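 also: plate controls were DMSO wells for no effect and DEVD-CHO caspase inhibitor wells for full effect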
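detection = Rh110 fluorescence intensity | test system = biochemical Apaf-1 apoptosome reconstitution | also added = cytochrome c and DEVD-Rh110 substrate | schedule = 30 min plus 50 min, RT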
APOBEC3G inh – APOBEC3G DNA deaminase inhibitors, primary screen, biochemical, fluorescence, single-stranded DNA substrate, uHTS; hit rate 0.28% among 330,000; AID 493012, 2011; DNA dC->dU-editing enzyme APOBEC-3G (Homo sapiens), Q9HC16; recombinant A3G, ssDNA deamination FAM/TAMRA fluorescence; inhibition, % at 20 µM;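 active = inhibition of at least 40% at 20 µM, with no more than 30% in the related APOBEC3A deaminase screen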;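 also: plate controls were DMSO wells with A3G for no effect and wells lacking A3G enzyme for full effect; some compounds called inactive have numbers as strong as hits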
Target sequence (Q9HC16 whole entry, looked up): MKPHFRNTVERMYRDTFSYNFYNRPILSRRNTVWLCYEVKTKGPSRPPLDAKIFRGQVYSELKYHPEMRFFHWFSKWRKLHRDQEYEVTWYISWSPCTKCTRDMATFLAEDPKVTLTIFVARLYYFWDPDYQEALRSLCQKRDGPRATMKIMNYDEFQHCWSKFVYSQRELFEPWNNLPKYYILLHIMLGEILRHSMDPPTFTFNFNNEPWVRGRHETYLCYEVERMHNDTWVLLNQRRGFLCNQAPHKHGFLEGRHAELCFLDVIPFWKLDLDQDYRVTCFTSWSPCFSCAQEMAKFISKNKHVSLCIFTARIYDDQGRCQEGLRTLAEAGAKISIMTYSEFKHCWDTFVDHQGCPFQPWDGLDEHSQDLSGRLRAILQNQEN
SENP6 inh – SENP6 protease inhibitors, primary screen, biochemical, luminescence, uHTS | Sentrin-specific protease 6 (Homo sapiens), Q9GZR1 | Recombinant SENP6 catalytic domain, aminoluciferin luminescence | inhibition, % at 10 µM | hit rate 1.8% among 330,000 | AID 2599, 2010;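 active = inhibition above about 50% at the single tested dose, limit read from the data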;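 also: plate controls were DMSO wells with enzyme for no effect and DMSO wells lacking enzyme for full effect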
SENP8 block-2 – SENP8 protease inhibitors, primary screen, biochemical, luminescence; inhibition, % at 10 µM; hit rate 1.2% among 330,000; purified SENP8, Z-RLRGG-aminoluciferin cleavage; AID 2540, 2010; in the data active = inhibition above about 50%
SENP1 inh – human SENP1 catalytic domain inhibitors, primary screen, biochemical, FRET, uHTS. Sentrin-specific protease 1 (Homo sapiens), Q9P0U3. recombinant SENP1 catalytic domain, CyPet-SUMO1-YPet FRET cleavage. inhibition, % at 10 µM. hit rate 0.21% among 360,000;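 active = inhibition at least 30% at 10 µM, raw YFP signal under a set limit, fluorescence ratio 0.5 to 1.5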;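 also: 0% = enzyme with DMSO and 100% = no enzyme wells; some results filed as inactive read as strong as hits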
Target sequence (Q9P0U3 419-644 limits assumed): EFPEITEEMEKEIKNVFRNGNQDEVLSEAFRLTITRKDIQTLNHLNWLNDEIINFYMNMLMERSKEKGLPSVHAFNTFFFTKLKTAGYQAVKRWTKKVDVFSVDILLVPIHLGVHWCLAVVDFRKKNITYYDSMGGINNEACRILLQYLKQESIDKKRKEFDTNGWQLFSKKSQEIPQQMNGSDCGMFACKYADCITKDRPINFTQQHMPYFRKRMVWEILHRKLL
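Material – human SENP1 catalytic domain · Input – SENP1 enzyme, 20 pM final · Compound dosing – single concentration of 10 µM compound, 0.5% DMSO final · Timing – enzyme reaction for 50 min at room temperature, dark · Measured by – FRET fluorescence in CFP and YFP emission channels · Control set – no-enzyme wells low, DMSO-plus-enzyme wells high control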
SENP7 inh – SENP7 protease inhibitors, primary screen, biochemical, luminescence, uHTS. Sentrin-specific protease 7 (Homo sapiens), Q9BQF6. recombinant SENP7, Z-RLRGG-aminoluciferin luminescence, 40 min. inhibition, % at 5 µM. hit rate 1.5% among 330,000. AID 434973, 2010;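 active = inhibition above about 50% at the single test dose, limit read from the data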;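 also: plate controls were DMSO with enzyme for no effect and no enzyme buffer wells for full effect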
UBC13 inh – UBC13 polyubiquitin chain formation inhibitors, primary screen, biochemical, TR-FRET, uHTS; inhibition, % at 20 µM; hit rate 0.47% among 330,000; AID 485273, 2010; Ubiquitin-conjugating enzyme E2 N (Homo sapiens), P61088; in the data active = inhibition above about 45%, passing the limit was not always enough
Target sequence (P61088 whole entry, looked up): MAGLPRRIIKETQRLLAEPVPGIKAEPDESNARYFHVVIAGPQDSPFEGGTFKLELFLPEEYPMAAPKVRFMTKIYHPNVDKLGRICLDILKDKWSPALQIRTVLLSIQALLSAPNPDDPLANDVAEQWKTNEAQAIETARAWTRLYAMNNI
* hit, by the source's call.

Screening Cc1ccccc1N1CC(C(=O)N2CC(C)CC(C)C2)CC1=O (configuration not stated) returned SENP8 block-1 4, Apaf-1 inh 1, APOBEC3G inh 8, SENP6 inh -8, SENP8 block-2 -6, SENP1 inh -1, SENP7 inh 2 and UBC13 inh -14.
`O=C(O)C1=C[C@@H](c2csc3ccccc23)C[C@@H](OCCCCO)O1` gave SENP8 block-1 -11, Apaf-1 inh 10, APOBEC3G inh -9, SENP6 inh -9, SENP8 block-2 -6, SENP1 inh 2, SENP7 inh -13 and UBC13 inh -3.
Screening O=C(NCc1ccccc1)c1ccc(Cn2cc(C(F)(F)F)ccc2=O)cc1 returned SENP8 block-1 4, Apaf-1 inh 1, APOBEC3G inh -2, SENP6 inh -10, SENP8 block-2 1, SENP1 inh 2, SENP7 inh 8 and UBC13 inh 6.
CCOc1c(/C=C(\C#N)C(N)=O)c2ccccc2n1CC was read as SENP8 block-1 20, Apaf-1 inh 7, APOBEC3G inh -3, SENP6 inh -8, SENP8 block-2 -4, SENP1 inh -3, SENP7 inh -5 and UBC13 inh 11.
Cc1ccc2c(c1)NC(=O)C(CC(=O)NCCCN1CCN(c3cc(Cl)ccc3C)CC1)O2 (configuration not stated) was read as SENP8 block-1 -8, Apaf-1 inh 10, APOBEC3G inh -2, SENP6 inh -5, SENP8 block-2 1, SENP1 inh -1, SENP7 inh 0 and UBC13 inh 19.
For CCOC(=O)C1(Cc2cccc(OC)c2)CCN(Cc2cccc(O)c2)CC1 the results were SENP8 block-1 2, Apaf-1 inh -3, APOBEC3G inh -11, SENP6 inh -13, SENP8 block-2 2, SENP1 inh 1, SENP7 inh 4 and UBC13 inh 16.
For COC(C(=O)Nc1ccnn1C1CCN(Cc2ccc(C)o2)CC1)c1ccccc1 (configuration not stated) the results were SENP8 block-1 8, Apaf-1 inh -9, APOBEC3G inh -2, SENP6 inh -12, SENP8 block-2 -3, SENP1 inh -2, SENP7 inh -7 and UBC13 inh -6.
For O=c1/c(=C\c2cc([N+](=O)[O-])cc([N+](=O)[O-])c2O)sc2nc3ccccc3n12 the results were SENP8 block-1 17, Apaf-1 inh 9, APOBEC3G inh 36, SENP6 inh 15, SENP8 block-2 2, SENP1 inh 91*, SENP7 inh -9 and UBC13 inh -84.
CC(NC(=O)CN(C)CC(=O)Nc1ccc(Cl)c(C(F)(F)F)c1)c1ccccc1 (configuration not stated) was read as SENP8 block-1 7, Apaf-1 inh 22, APOBEC3G inh -6, SENP6 inh -9, SENP8 block-2 1, SENP1 inh -1, SENP7 inh -9 and UBC13 inh 4.
`CCCCCn1c(S(=O)(=O)O)nc2ccccc21` gave SENP8 block-1 25, Apaf-1 inh 8, APOBEC3G inh -5, SENP6 inh -3, SENP8 block-2 -10, SENP1 inh 0, SENP7 inh -6 and UBC13 inh -13.
`Cc1ccc(-n2nc(C)c(NC(=O)COC(=O)c3ccccc3NCCO)c2C)cc1` gave SENP8 block-1 inactive, Apaf-1 inh 6, APOBEC3G inh -7, SENP6 inh -18, SENP8 block-2 -17, SENP1 inh -3, SENP7 inh 6 and UBC13 inh 10.
`CC1CCCC(C)N1CC(O)COCc1ccccc1` (configuration not stated) gave SENP8 block-1 8, Apaf-1 inh 0, APOBEC3G inh 2, SENP6 inh 6, SENP8 block-2 7, SENP1 inh -2, SENP7 inh 3 and UBC13 inh 3.
Screening CCc1cc(OCCCCNCc2ccccc2)ccc1Cl returned SENP8 block-1 18, Apaf-1 inh 16, APOBEC3G inh -5, SENP6 inh -10, SENP8 block-2 0, SENP1 inh 4, SENP7 inh 2 and UBC13 inh 14.
Screening CCNC(=S)NNC(=O)Cc1ccccc1 returned SENP8 block-1 10, Apaf-1 inh 11, APOBEC3G inh -1, SENP6 inh 15, SENP8 block-2 -2, SENP1 inh 2, SENP7 inh -2 and UBC13 inh -8.
For COc1ccccc1NS(=O)(=O)c1cccc(NC(=O)c2nn(C)c(=O)c3ccccc23)c1 the results were SENP8 block-1 1, Apaf-1 inh 7, APOBEC3G inh -6, SENP6 inh -17, SENP8 block-2 -4, SENP1 inh 0, SENP7 inh 5 and UBC13 inh 10.
Screening CCN(CC)S(=O)(=O)c1cccc(NC(=O)C2CC(=O)N(c3ccc4c(c3)OCCO4)C2)c1 (configuration not stated) returned SENP8 block-1 2, Apaf-1 inh 10, APOBEC3G inh -10, SENP6 inh -15, SENP8 block-2 -8, SENP1 inh 0, SENP7 inh -8 and UBC13 inh -1.
Screening O=C(CN1CCCCC1)NC(=O)NC1CCCC1 returned SENP8 block-1 6, Apaf-1 inh -3, APOBEC3G inh -3, SENP6 inh -1, SENP8 block-2 -1, SENP1 inh -1, SENP7 inh 3 and UBC13 inh 4.
Screening COCCn1c(C)cc(C(=O)COC(=O)CCc2ccc(S(=O)(=O)N3CCOCC3)cc2)c1C returned SENP8 block-1 11, Apaf-1 inh 9, APOBEC3G inh -1, SENP6 inh 0, SENP8 block-2 0, SENP1 inh 0, SENP7 inh -1 and UBC13 inh 7.
Screening OC1(c2cccs2)CN(c2ccc(Cl)cc2)C2=[N+]1CCCS2 (configuration not stated) returned SENP8 block-1 13, Apaf-1 inh 3, APOBEC3G inh -14, SENP6 inh 2, SENP8 block-2 6, SENP1 inh 0, SENP7 inh 5 and UBC13 inh -6.
Cc1ccc(C(=O)OCCn2cc(C#N)c(=O)[nH]c2=O)cc1 was read as SENP8 block-1 14, Apaf-1 inh 5, APOBEC3G inh -4, SENP6 inh -5, SENP8 block-2 4, SENP1 inh 1, SENP7 inh -4 and UBC13 inh -1.
`CCc1ccc(NC(=O)NCCCN2CCCC2=O)cc1` gave SENP8 block-1 -2, Apaf-1 inh 6, APOBEC3G inh -8, SENP6 inh -2, SENP8 block-2 -3, SENP1 inh 3, SENP7 inh 7 and UBC13 inh 3.
For CCOC(=O)c1[nH]cnc1C(=O)Nc1cccc(OC)c1 the results were SENP8 block-1 6, Apaf-1 inh -1, APOBEC3G inh -5, SENP6 inh -40, SENP8 block-2 0, SENP1 inh 2, SENP7 inh -10 and UBC13 inh -8.
`CCC1(CC)Cc2ccccc2C(=C(C#N)C#N)N1` gave SENP8 block-1 16, Apaf-1 inh 8, APOBEC3G inh -1, SENP6 inh 13, SENP8 block-2 -3, SENP1 inh -1, SENP7 inh -2 and UBC13 inh -21.
`Cc1[nH]n(-c2ccccc2)c(=O)c1N=Nc1ccccc1` gave SENP8 block-1 26, Apaf-1 inh 7, APOBEC3G inh -6, SENP6 inh -2, SENP8 block-2 -12, SENP1 inh 4, SENP7 inh -7 and UBC13 inh -25.
For O=c1ccc2cc(S(=O)(=O)N3CCN(c4ccccc4)CC3)ccc2[nH]1 the results were SENP8 block-1 -2, Apaf-1 inh 4, APOBEC3G inh 7, SENP6 inh 7, SENP8 block-2 2, SENP1 inh 0, SENP7 inh 2 and UBC13 inh 6.
`O=C(CN(Cc1ccccc1)S(=O)(=O)c1ccc2c(c1)OCCO2)N/N=C/c1ccc(F)cc1` gave SENP8 block-1 5, Apaf-1 inh 6, APOBEC3G inh -6, SENP6 inh 2, SENP8 block-2 -3, SENP1 inh 3, SENP7 inh -9 and UBC13 inh 3.
Screening O=C(O)C(c1ccccc1)C1(O)CCCCC1 (configuration not stated) returned SENP8 block-1 1, Apaf-1 inh -3, APOBEC3G inh -7, SENP6 inh -6, SENP8 block-2 2, SENP1 inh 0, SENP7 inh -5 and UBC13 inh 6.
Screening Cc1c(Cl)cccc1NC(=O)C1NC(=O)CC1c1ccccc1 (configuration not stated) returned SENP8 block-1 -3, Apaf-1 inh -8, APOBEC3G inh -5, SENP6 inh -6, SENP8 block-2 -1, SENP1 inh 2, SENP7 inh 5 and UBC13 inh 3.
Screening O=C(NCc1ccon1)C1CCC(=O)N(Cc2cccc(C(F)(F)F)c2)C1 (configuration not stated) returned SENP8 block-1 -7, Apaf-1 inh 5, APOBEC3G inh 1, SENP6 inh 6, SENP8 block-2 6, SENP1 inh 0, SENP7 inh 0 and UBC13 inh -9.
`Cc1csc(NC(=O)CSc2ncnc3ccccc23)n1` gave SENP8 block-1 8, Apaf-1 inh -7, APOBEC3G inh -7, SENP6 inh 14, SENP8 block-2 2, SENP1 inh 0, SENP7 inh 5 and UBC13 inh 11.
`Cc1csc(NC(=O)c2cc(C)oc2C)n1` gave SENP8 block-1 2, Apaf-1 inh -7, APOBEC3G inh -5, SENP6 inh 69*, SENP8 block-2 46, SENP1 inh -8, SENP7 inh 59* and UBC13 inh 4.
Screening CCC(CC)c1nnc(NC(=O)CSCC(=O)Nc2cc(C)on2)s1 returned SENP8 block-1 9, Apaf-1 inh 0, APOBEC3G inh -4, SENP6 inh -10, SENP8 block-2 -6, SENP1 inh 2, SENP7 inh 11 and UBC13 inh -8.
For Cc1ccc(NC(=O)c2ccc3nc[nH]c3c2)c(O)c1 the results were SENP8 block-1 -26, Apaf-1 inh -19, APOBEC3G inh -3, SENP6 inh -11, SENP8 block-2 -9, SENP1 inh -1, SENP7 inh 12 and UBC13 inh -8.
`N#Cc1c(N)n[nH]c1CCCN` gave SENP8 block-1 7, Apaf-1 inh -20, APOBEC3G inh 1, SENP6 inh 3, SENP8 block-2 1, SENP1 inh 3, SENP7 inh -3 and UBC13 inh 1.
`c1ccc(Nc2nc3ccccc3o2)cc1` gave SENP8 block-1 10, Apaf-1 inh 1, APOBEC3G inh -7, SENP6 inh 97*, SENP8 block-2 90*, SENP1 inh -2, SENP7 inh 97* and UBC13 inh -3.
For COc1ccc(N2CCN(S(=O)(=O)c3ccc4c(c3)NC(=O)CS4)CC2)cc1 the results were SENP8 block-1 9, Apaf-1 inh 2, APOBEC3G inh -3, SENP6 inh -4, SENP8 block-2 1, SENP1 inh 1, SENP7 inh -2 and UBC13 inh -4.
`C[C@H](NC(=O)c1ccccc1)C(=O)N1CCC2(CC1)NCCc1[nH]cnc12` gave SENP8 block-1 9, Apaf-1 inh -5, APOBEC3G inh -4, SENP6 inh -2, SENP8 block-2 6, SENP1 inh 2, SENP7 inh -3 and UBC13 inh 3.
Fc1ccc(NC(=S)NNc2ncc(C(F)(F)F)cc2Cl)c(F)c1 was read as SENP8 block-1 -8, Apaf-1 inh 4, APOBEC3G inh -1, SENP6 inh -10, SENP8 block-2 3, SENP1 inh 1, SENP7 inh 0 and UBC13 inh -7.
CCc1nc(SCc2ccc(C(=O)OC)o2)c2c(=O)n(C)c(=O)n(C)c2n1 was read as SENP8 block-1 16, Apaf-1 inh 24, APOBEC3G inh -13, SENP6 inh -29, SENP8 block-2 -23, SENP1 inh 3, SENP7 inh -10 and UBC13 inh 4.

Source: PubChem BioAssay (Sanford-Burnham Center for Chemical Genomics)
